PAX8 inh HTS = lowers PAX8-driven luciferase in RMG-I cells; AID 652154; hit rate 1.2% among 360,000; RMG-I TPO-luciferase reporter, SteadyGlo, 24 h; inhibition, % at 12.6 µM;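 active = mean replicate inhibition at least 60% with every replicate also reaching 60%; inconclusive = only one of the two criteria is met; inactive = mean below 60% and not all replicates reaching 60%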;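 also: luciferase light reporting Pax8 driven TPO promoter activity; plate controls were median of neutral control wells for no effect and mitoxantrone controls for full effect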
DENV2 CPE rescue = inhibitors of DENV2 cytopathic effect. DENV2-infected cells, cytopathic effect rescue, plate reader. CPE inhibition, % at 9.99 µM. hit rate 1.7% among 350,000. AID 651640; in the data active = CPE inhibition above about 20%, passing the limit was not always enough; inconclusive = no clear call, values can overlap the other calls; tested in BHK-21 cells;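 also: 0% = median of neutral control wells and 100% = median of positive control wells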
ARNT TACC3 PPI = ARNT/TACC3 interaction disruption; AlphaScreen His-ARNT PAS-B/GST-TACC3 binding, luminescence; TACC3 fragment carries E629A point mutation; inhibition, % at 9.99 µM; hit rate 0.66% among 390,000; AID 623870;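 active = mean inhibition of replicates at least 50% and at least half of replicates each reaching 50%; inconclusive = half or more replicates reach 50% but mean below 50%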;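 also: 0% = complete ARNT plus TACC3 wells and 100% = ARNT alone without TACC3; many hits fall short of the cut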
CASP6 VEID inh = inhibitors of human caspase-6; purified caspase-6, Z-VEID-R110 cleavage fluorescence; inhibition, % at 12.5 µM; hit rate 0.53% among 350,000; AID 686996;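 active = mean inhibition across replicates at least about 35%, with every replicate also reaching that limit, limit read from the data; inconclusive = only one of the two criteria met; inactive = neither criterion met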;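 also: 0% = median of neutral control wells and 100% = no fluorescence left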
Target sequence (P55212 24-179 limits assumed): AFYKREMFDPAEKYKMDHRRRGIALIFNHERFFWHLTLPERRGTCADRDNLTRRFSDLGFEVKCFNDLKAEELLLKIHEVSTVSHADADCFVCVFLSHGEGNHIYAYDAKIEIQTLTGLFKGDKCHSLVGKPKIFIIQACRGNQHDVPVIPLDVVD
Target sequence (P55212 194-293 limits assumed): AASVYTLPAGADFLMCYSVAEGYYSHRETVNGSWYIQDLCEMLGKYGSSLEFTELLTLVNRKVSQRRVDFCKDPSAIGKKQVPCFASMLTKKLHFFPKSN
SIRT5 inh = inhibitors of human sirtuin-5 desuccinylase; Q9NXA8; Purified SirT5, succinyl-peptide AMC, trypsin-coupled fluorescence; inhibition, % at 15 µM; hit rate 1.1% among 330,000; AID 652115; in the data active = inhibition above about 15%; inconclusive = no clear call, values can overlap the other calls
Target sequence (Q9NXA8 whole entry, looked up): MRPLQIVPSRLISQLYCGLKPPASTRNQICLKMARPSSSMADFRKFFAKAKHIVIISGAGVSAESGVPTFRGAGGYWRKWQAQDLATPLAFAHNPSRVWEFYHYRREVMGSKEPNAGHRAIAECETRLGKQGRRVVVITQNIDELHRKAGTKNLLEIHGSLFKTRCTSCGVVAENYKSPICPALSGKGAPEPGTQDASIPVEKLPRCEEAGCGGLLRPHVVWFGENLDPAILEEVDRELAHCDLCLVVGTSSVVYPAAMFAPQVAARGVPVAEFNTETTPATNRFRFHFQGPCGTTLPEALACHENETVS
LGR2 inh = blocks bursicon-induced cAMP signaling via Drosophila LGR2. hit rate 0.35% among 380,000. inhibition, % at 9.99 µM. HEK293 LGR2, CRE-luciferase, bursicon-stimulated, 4 h. AID 720647;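 active = drop in luminescence signal, shown as inhibition above about 50% in the replicate tests, limit read from the data, passing the limit was not always enough; inconclusive = probably only some replicates passing the limit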;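 also: agonist challenge used bursicon conditioned medium at about half maximal strength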
EWS-Fli block = blocks EWS/Fli oncoprotein-driven transcription | A673 NR0B1-luciferase reporter, viability-normalised | inhibition, % at 12.6 µM | hit rate 0.67% among 350,000;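 active = mean inhibition of at least 50% after viability correction, with every replicate also passing that limit; inconclusive = mean reaches 50% but only one of two replicates passes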;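 also: firefly luciferase signal divided by Alamar Blue viability fluorescence both relative to DMSO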
Starred values were filed as active, the others as inactive; ? = inconclusive; . = not tested or not shown.

smiles	EWS-Fli block	DENV2 CPE rescue	LGR2 inh	ARNT TACC3 PPI	PAX8 inh HTS	SIRT5 inh	CASP6 VEID inh
CCOc1ccc(NC(=O)CCC(=O)Nc2cc(OC)c(NC(=O)c3ccco3)cc2OC)cc1	5.7	-2.6	-1.1	-0.2	5.9	-5.9	0.5
COCOc1ccc(C2CC(=O)c3c(OCOC)cc(OCOC)cc3O2)cc1 (stereo not given)	-4.2	-16.7	.	2.3	.	4.1	0.5
O=C(N1CCCCC1)N1CCN(S(=O)(=O)c2ccccc2)CC1	.	6.4	-2.1	-1.7	9.7	0.5	2.6
CC1=NN(c2ccccc2C(=O)O)C(=O)C1N=Nc1ccccc1 (stereo not given)	-85.8	?	32.7	10.8	1.5	0.9	15.1
C=CS(=O)(=O)N(Cc1ccccc1Br)[C@H](CO)Cc1ccccc1	-7.4	.	24.4	-6.3	21.1	.	0.3
O=C1CNc2ccc(C(=O)N3CCN(c4ccccn4)CC3)cc2N1	.	1.2	5.4	-0.7	-13.4	1.3	0.9
COc1ccc(-c2cn3cccnc3n2)cc1NC(=O)C(C)Oc1ccccc1 (stereo not given)	-4.2	-0.4	-1.9	-4.2	13.4	-7.4	1.1
CCC(=O)N1[C@H](CO)[C@H]2c3ccccc3N(C(=O)c3ccc4c(c3)OCO4)C[C@H]21	-9.8	-1.3	-8.2	-6.3	7.0	1.7	1.8
CC(C)(C)CC(=O)NCCCCCCNC(=O)CC(C)(C)C	.	.	-4.3	-4.7	1.4	.	.
CCOC(=O)N1CCC(N2CCCC(C(=O)c3ccccc3OC)C2)CC1 (stereo not given)	0.9	-3.0	-48.6	-5.9	10.3	0.1	0.2
Cc1ccc(NC(=O)CN(C)C(=O)COC(=O)CNS(=O)(=O)c2ccc(Br)cc2Cl)cc1	.	-5.8	-4.7	-8.1	-15.8	-4.6	1.2
O=C(NNC(=S)NCCc1ccccc1)c1ccc(Br)s1	-20.4	-4.6	-44.4	5.8	-3.0	-0.7	1.1
C=CCSc1nc2c(cnn2-c2ccccc2)c(=O)n1N	-84.4	14.5	-33.0	.	-56.1	0.0	0.9
CC(C)CCOc1ccc(C2=NNC(=O)CC2)cc1	-43.6	.	-29.5	-3.6	-81.0	-1.0	11.3
CN(CC(=O)Nc1ccccc1C(F)(F)F)C(=O)CCc1nc2sc3c(c2c(=O)[nH]1)CCCC3	.	-5.0	3.0	-3.0	-7.3	0.2	1.5
N#Cc1ccc(OCC(=O)Nc2cc(S(=O)(=O)N3CCOCC3)ccc2N2CCCC2)cc1	-0.4	5.3	-0.3	.	0.9	-2.8	-1.5
COc1cccc(CNCc2cc(OC)cc(OC)c2)c1	1.5	-1.8	4.6	-4.0	9.4	-1.0	-2.4
O=[N+]([O-])c1ccc(OS(=O)(=O)Cc2ccccc2)cc1	4.4	5.6	1.6	2.4	3.6	-3.2	-9.2
CCc1ccc(C(=O)NNC(=O)CCc2nc3ccccc3c(=O)[nH]2)cc1	-8.2	19.5	-4.4	-0.9	6.8	1.1	-2.3
COc1cc(/C=N/NC(=O)c2ccc3ccccc3c2)ccc1Oc1ccc([N+](=O)[O-])cn1	4.7	-0.5	20.7	-0.9	-0.7	1.3	1.3
Cc1noc(C)c1S(=O)(=O)Nc1ccc2c(c1)CC(=O)N([C@H](C)CO)C[C@H](C)[C@H](CN(C)C(=O)NC(C)C)O2	-3.7	9.4	12.1	.	3.4	1.5	1.6
COc1ccc(N/N=C(\C#N)C(=N)SCc2ccccc2)cc1	-9.4	-0.8	66.6*	9.2	9.7	7.0	2.9
CC(=O)NC1(c2ccc(F)cc2)CCN(C(=O)c2c(F)cccc2F)CC1	3.8	-0.1	-2.5	-3.4	6.5	6.8	1.9
C[C@@H]1CN([C@@H](C)CO)C(=O)CCCn2cc(nn2)CO[C@@H]1CN(C)C(=O)NC1CCCC1	4.6	.	21.0	-1.3	.	-2.7	-2.4
O=C(O)c1ccc(Br)cn1	6.1	-1.0	-26.4	.	1.7	7.0	-0.2

Fetched by compound from the entries so far:
smiles	EWS-Fli block	DENV2 CPE rescue	LGR2 inh	ARNT TACC3 PPI	PAX8 inh HTS	SIRT5 inh	CASP6 VEID inh
CC1=NN(c2ccccc2C(=O)O)C(=O)C1N=Nc1ccccc1 (stereo not given)	-85.8	?	32.7	10.8	1.5	0.9	15.1
CC(C)(C)CC(=O)NCCCCCCNC(=O)CC(C)(C)C	.	.	-4.3	-4.7	1.4	.	.
COc1ccc(-c2cn3cccnc3n2)cc1NC(=O)C(C)Oc1ccccc1 (stereo not given)	-4.2	-0.4	-1.9	-4.2	13.4	-7.4	1.1

Next results follow.
smiles	EWS-Fli block	DENV2 CPE rescue	LGR2 inh	ARNT TACC3 PPI	PAX8 inh HTS	SIRT5 inh	CASP6 VEID inh
CC(CNS(=O)(=O)c1ccccc1)Sc1ncccn1 (stereo not given)	4.7	6.2	19.7	-1.3	-17.9	4.7	0.1
C=CCn1c(O)c(N=NC(=O)C(O)c2ccccc2)c2ccccc21 (stereo not given)	5.1	0.5	-18.5	17.3	11.5	5.7	1.3
O=C(CCC1CCCN(C(=O)C2=CCCCC2)C1)N1CCN(c2ccccn2)CC1 (stereo not given)	-5.0	-2.3	-20.9	-2.9	20.7	-1.9	-3.9
CC(C)[C@H](NC(=O)[C@H](C)NC(=O)OC(C)(C)C)C(=O)N1CCC2CCN(Cc3ccccc3)CC21 (stereo not given in full)	5.2	-7.9	-6.1	.	2.3	.	-0.1
C[C@@H]1CN([C@H](C)CO)C(=O)Cc2cc(NC(=O)Nc3ccccc3)ccc2O[C@H]1CN(C)S(=O)(=O)c1ccccc1	-13.4	2.2	6.6	5.3	-25.0	-0.9	-3.1
COc1ccc(NC(=O)c2onc(C)c2Cl)cc1	-62.9	-0.8	-41.4	-7.5	-89.6	1.3	-1.0
C[C@]12c3[nH]c4cc(-c5ccco5)ccc4c3CCN1C(=O)[C@@H](CC(=O)NCCN1CCOCC1)C[C@@H]2C(=O)N1CCCCC1	-6.2	3.1	1.1	7.0	9.8	-6.4	-23.3
CN(c1ccc(OCC(=O)O)cc1)S(=O)(=O)c1ccc2ccccc2c1	0.0	?	-8.7	-1.9	-0.7	10.5	1.0
Cc1ccc(S(=O)(=O)N(C)C[C@H]2Oc3ccc(NS(=O)(=O)c4ccccc4)cc3CC(=O)N([C@H](C)CO)C[C@H]2C)cc1	2.5	-11.0	-1.5	-1.8	2.0	1.0	-0.6
Cc1ccc(S(=O)(=O)NC(=O)C2(C)CCN2C(=O)c2c(C)noc2C)cc1 (stereo not given)	-0.2	-9.2	-12.5	.	9.7	.	-3.1
O=C(C1CCCN(S(=O)(=O)c2ccccc2)C1)N1CCN(c2ccccc2)CC1 (stereo not given)	11.6	14.9	-8.6	.	26.4	0.4	1.3
C[C@@H]1CCCCO[C@H](CN(C)S(=O)(=O)c2ccc(Cl)cc2)[C@@H](C)CN([C@@H](C)CO)C(=O)c2cc(NC(=O)c3ccncc3)ccc2O1	6.2	-14.8	-22.4	-0.1	-9.1	8.7	2.1
CCO/C=C/C(O)(CNC(=O)c1ccc(C(C)(C)C)cc1)C(F)(F)F (stereo not given)	-4.7	2.8	-7.0	-5.8	1.7	-2.1	0.2
Cc1cc(OC(C)C(=O)NCc2cccnc2)c2c(C)cc(=O)oc2c1 (stereo not given)	1.2	1.9	-14.0	4.9	1.7	-16.9	1.9
CCCN1CCN(CCCNC(=O)c2ccc3c(c2)NC(=O)c2ccccc2S3)CC1	8.6	11.5	-2.9	29.4	4.1	0.2	-53.7
CCCNC(=O)N1CC2(CN(C(=O)C3CCCC3)C2)c2c([nH]c3cc(OC)ccc23)[C@@H]1CO	13.0	15.7	40.3	.	11.4	4.9	-2.3
C[C@H](CO)N1C[C@H](C)[C@H](CN(C)C(=O)Nc2cccc3ccccc23)OCCCC[C@H](C)Oc2ccc(NC(=O)Nc3ccc(C(F)(F)F)cc3)cc2C1=O	0.2	.	1.7	-0.5	4.6	-1.1	-6.4
CCOC(=O)N(C)C[C@@H]1OCc2ccccc2-c2ccccc2C(=O)N([C@@H](C)CO)C[C@H]1C	-0.2	8.5	12.8	5.4	.	24.9*	-1.7
COc1ccc2c3c(n(C)c2c1)[C@@H](CO)N(C(=O)CN(C)C)CC31CCN(C(=O)C2CCC2)CC1	-2.0	-8.5	2.9	.	.	.	.
O=S(=O)(N/N=C/c1ccc(N2CCOCC2)cc1)c1ccccc1	-2.6	-6.3	14.6	2.8	-19.8	-2.3	3.5
O=C(c1cc2cc([N+](=O)[O-])ccc2oc1=O)N1CCOCC1	3.4	-1.4	13.8	-3.9	5.4	-0.4	-1.6
O=C(N/N=C/c1c[nH]c2ccc(Br)cc12)C1CC1	7.0	2.9	9.9	4.2	16.7	.	2.8
COc1ccc(OC)c(S(=O)(=O)N2CCN(Cc3ccccc3)CC2)c1	12.6	14.9	11.4	-6.4	7.9	-0.5	0.3
O=C(C[C@H]1CC[C@H](NS(=O)(=O)c2cccc(F)c2)[C@@H](CO)O1)NCc1ccc2c(c1)OCO2	-6.6	-5.8	-26.2	-3.4	20.1	4.5	-2.2
COc1ccc(-c2[nH]ncc2[C@@H]2C[C@H]3CN(Cc4ccccc4C)C(=O)[C@]34CCCN24)cc1	11.5	2.6	23.7	.	-8.3	1.7	4.9
C[C@H](CO)N1C[C@H](C)[C@H](CN(C)C(=O)c2ccccc2)Oc2cc(C3=CCCC3)ccc2S1(=O)=O	-8.4	27.3*	0.8	-4.9	.	0.0	0.5
C[C@H](CO)N1C[C@H](C)[C@H](CN(C)Cc2ccc(C(=O)Nc3ccccc3N)cc2)Oc2c(NC(=O)C3CCCCC3)cccc2C1=O	32.9	?	5.1	11.3	4.8	3.8	-0.4
COc1cc(/C=N/NC(=O)CCn2c3ccccc3c3ccccc32)cc(OC)c1OC	0.0	0.9	-19.6	1.3	8.9	-0.4	4.7
O=C(N/N=C/c1ccncc1)c1ccc(NC(=O)c2cccc(Cl)c2)cc1	5.9	8.2	-30.9	4.3	24.7	1.1	0.6
Cc1nc2sccn2c(=O)c1S(=O)(=O)NCc1ccccc1	-2.2	3.9	4.0	-7.2	-17.1	-0.6	-3.6
Cc1ccc2nc(-c3cccc(Br)c3)cc(C(=O)NCC3CCCO3)c2c1 (stereo not given)	-0.7	-7.8	14.0	-3.8	2.6	-0.5	-0.4
CCC(C(=O)n1cccc1C#N)c1ccccc1C (stereo not given)	-6.9	-1.6	-5.4	2.3	2.3	-3.0	-1.8
CCCCc1nc2cc(C(=O)N3CCCC3)ccc2o1	-55.1	-3.5	-17.0	-5.1	-95.4	1.7	-0.9

Screening results from PubChem BioAssay.
